Screening data: PubChem BioAssay, National Center for Advancing Translational Sciences (NCATS)
Pf growth 96h: inhibits malaria parasite growth, 96 h | P. falciparum luciferase reporter growth, 96 h | Potency, µM (highest dose often 28.7 µM), for the others: at the highest dose activity change, negative = inhibition, actives largely listed as inhibitors | actives 6.9% (n = 320,000) | AID 504834; further: potency means the concentration at half of the fitted maximal effect; on the % scale 0 is the no-effect control and ±100 the full control effect
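Plates of compound plus infected erythrocytes (2% hematocrit, 0.05% parasitemia final) incubate 96 hours, 37 C, 5% CO2. Detection reagent added; reduced luminescence from the parasites' luciferase reporter flags inhibition.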
Giardia FBPA inh: Giardia lamblia aldolase inhibition; A8B2U2; purified Giardia FBPA; Potency, µM (top dose mostly 59.6 µM), inactives show at the top dose activity, negative = inhibition, actives largely listed as inhibitors; actives 0.71% (n = 290,000); further: potency means the concentration at half of the fitted maximal effect; on the % scale 0 is the no-effect control and ±100 the full control effect; nearly all actives have a fitted effect of over 55% in size
Target sequence (A8B2U2 whole entry, looked up): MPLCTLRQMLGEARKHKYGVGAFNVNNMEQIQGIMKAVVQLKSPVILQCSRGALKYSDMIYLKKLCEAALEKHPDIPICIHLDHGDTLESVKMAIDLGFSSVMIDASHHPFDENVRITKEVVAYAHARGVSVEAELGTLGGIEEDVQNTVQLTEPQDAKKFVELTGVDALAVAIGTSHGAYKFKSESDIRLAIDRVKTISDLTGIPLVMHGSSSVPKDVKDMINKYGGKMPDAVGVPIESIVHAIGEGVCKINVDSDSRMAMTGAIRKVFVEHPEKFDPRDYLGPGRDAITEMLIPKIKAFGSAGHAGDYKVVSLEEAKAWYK
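40 nM FBPA preincubated 10 min at RT with compound (up to 57.5 uM final), then substrate plus GAPDH/TPI/NAD/arsenate coupling and diaphorase/resazurin added. Fluorescence read after 20 min at RT, 525/598 nm.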
Shiga toxin inh: blocks Shiga toxin action in Vero cells. Vero cells, Shiga toxin protein synthesis inhibition reporter. inhibition, % at 38.7 µM. actives 9.2% (n = 290,000); in the data active means inhibition mostly above about 28%, no sharp cut-off; inactive means mostly below about 43%; further: 0% is about no effect
Pf growth 48h: P. falciparum growth inhibition at 48 hours (one generation); Potency, µM (doses to about 28.7 µM), inactives show top-dose activity change, negative = inhibition, actives largely listed as inhibitors; P. falciparum luciferase growth in erythrocytes, 48 h; actives 5.9% (n = 310,000); AID 504832; further: potency means the concentration at half of the fitted maximal effect; on the % scale 0 is the no-effect control and ±100 the full control effect
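In quantitative HTS format, infected erythrocytes bearing luciferase-reporter parasites were treated for a single generation at 37 C. Luminescence after adding detection reagent served as the growth measure.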
Sm TGR block: inhibitors of Schistosoma mansoni thioredoxin glutathione reductase; purified TGR, DTNB reduction, TNB absorbance 405 nm; Potency, µM (highest dose often 114 µM), inactives show at the highest dose activity change, negative = inhibition, actives largely listed as inhibitors; actives 3% (n = 360,000); AID 485364; further: potency means the concentration at half of the fitted maximal effect; on the % scale 0 is the no-effect control and ±100 the full control effect; nearly all actives have a fitted effect of over 60% in size
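TGR 20 nM + NADPH 100 uM (dispensed conc.), cpd preinc 15 min RT; start with NADPH (500 uM addition) then DTNB (15 mM addition). Kinetic TNB absorbance, 405 nm filter. Four-parameter Hill fit across titration.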
Cycloheximide cs: counter-screen hit for Shiga toxin inhibitors, cycloheximide; cell reporter, cycloheximide protein synthesis inhibition counterscreen; max response, %; actives 12% (n = 300,000); AID 2314; in the data active means max response mostly above about 13%, no sharp cut-off; inactive means mostly below about 14%; further: read at 38.3 µM for the half of the compounds with a filed dose; 0% is about no effect
Numbers without * were called inactive; ? = inconclusive; nt = not tested or not shown; & = joins results of further samples; [ ] = dose if it differs, or a comment. Unless noted, the call rests on the fitted dose curve; in most records, active means well fitted curve in the direction sought with a large enough effect; inconclusive means small, poorly fitted or top-dose-only effect, or another doubt; inactive means no such curve, though single readings can be large; an effect the other way counts as inactive or inconclusive.

Under each structure – Pf growth 96h	Giardia FBPA inh	Shiga toxin inh	Pf growth 48h	Sm TGR block	Cycloheximide cs
CN(C)c1cccc(NC(=O)Cc2ccc(F)cc2)c1
→ 3.2%	?	29.2	-15.6%	0.0%	11.3
COc1ccc(C2=NN(C(=O)CCC(=O)O)C(c3ccccc3)C2)cc1 (stereo not drawn)
→ ?	4.6%	5.4	6.3%	-4.6%	9.3
Cn1c(=O)n(C)c2cc(/C=N/n3cnnc3)ccc21
→ 5.86µM*	-9.3%	8.3	23.1%	2.5%	-0.9
Cc1cc(C)c2c(n1)nn1c(NCCOCCO)cc(C)nc21
→ nt	-9.6%	28.6	1.9%	38.3%[activator]	0.3
CCOc1ccc(N(CC(=O)Nc2ccc(OC)cc2)S(C)(=O)=O)cc1
→ ?	4.1%	53.2*	43.9%[activator]	10.1%	39.3*
COc1cc(C(N)=O)cc(Cl)c1OC
→ ?	-1.5%	-3.6	33.7%	0.6%	-2.6
COc1ccc(NC(=O)c2cc3ccc4c5ccccc5[nH]c4c3cc2O)cc1
→ 5.86µM*	-4.3%	2.7	?	-0.1%	-3.1
CCOc1ccc(N(CC(=O)Nc2cc(OC)cc(OC)c2)S(=O)(=O)c2c(C)[nH]c(=O)[nH]c2=O)cc1
→ 1.7%	nt	-3.7	9.5%	-18.5%&-11.2%	-2.2
Cc1cccc2cc(C3CC(c4cccs4)=NN3C(=O)CCC(=O)O)c(Cl)nc12 (stereo not drawn)
→ -29.5%	13.8%	-7.0	5.6%	8.4%	-8.1
CCOc1ccc(OCCOCCN2CCOCC2)cc1
→ 25.7%	-23.8%	-5.1	nt	0.1%	-4.6
CN1CCC2(CC1)N=C(c1ccc(F)cc1)C(=S)N2C(=O)c1ccccc1
→ ?	-18.6%	-19.2	-14.8%	-8.4%	3.7
CC(=O)Nc1ccc(S(=O)(=O)NCCC(=O)NNC(=O)c2ccncc2)cc1
→ -9.3%	nt	nt	?	1.0%	nt
COc1ccc(OCc2nnc(NC(=O)Nc3ccc(F)cc3)s2)cc1
→ 28.8%	0.4%	-20.5	?	nt	-3.5
CCC1CCCCN1CCCNC(=O)C1CCN(S(=O)(=O)N2CCC3(CC2)OCCO3)CC1 (stereo not drawn)
→ ?	-3.3%	-5.1	17.2%	?	-2.4
Cc1ccc(C2CC(C(F)(F)F)n3nc(C(=O)NCCN4CCOCC4)cc3N2)cc1 (stereo not drawn)
→ nt	nt	-25.3	21.2%	3.7%	-1.8
CCC1Oc2ccccc2N(CC(=O)NCCCN2CCCCC2C)C1=O (stereo not drawn)
→ nt	0.7%	-5.1	1.9%	2.4%	-3.6
CCN(CC)S(=O)(=O)c1ccc(N2CCOCC2)c(NC(=O)c2cc([N+](=O)[O-])ccc2Cl)c1
→ 3.4%	-4.5%	-12.0	?	9.6%	-1.6
CCOc1ccc(-c2nc(N)ncc2-c2ccc(OC)cc2)c(O)c1
→ ?	-6.1%	13.8	?	-1.6%	-3.2
COC(=O)/C=C(\C)NC(=O)c1ccc(F)cc1
→ ?	1.2%	45.3	nt	3.4%	31.3
c1ccc(-c2ccc(CN3CCN(c4ncccn4)CC3)cc2)cc1
→ nt	?	36.0	56.1%[activator]	3.9%	7.1
CN1c2ccccc2C(O)=C(C(=O)Nc2ccccc2)S1(=O)=O
→ -9.9%	-29.4%	18.0	-22.1%	66.6%[activator]	1.4
CCOCCCn1c(=S)[nH]c2cc(C(=O)N3CCOCC3)ccc2c1=O
→ -1.2%	-6.5%	35.7	-25.6%	6.6%	-5.3
CCC(C)NC(=O)[C@H]1N2C(=O)c3ccccc3C2SC1(C)C (stereo partly drawn)
→ 2.8%	-6.0%	-5.2	-3.3%	7.8%	2.5
O=C(CN1CCN(CC(=O)Nc2ccc3c(c2)OCO3)CC1)Nc1ccc(F)cc1
→ nt	1.4%	-14.4	-17.0%	2.3%	-2.2
Cc1onc(-c2c(F)cccc2Cl)c1C(=O)NC(=S)NCc1cccnc1
→ -8.3%	-17.3%	2.5	-21.1%	4.5%	1.4
CC(c1ccccc1)C1OCC(C[N+]2(C)CCCCC2)O1 (stereo not drawn)
→ -24.0%	-1.5%	12.0	-12.0%	0.6%	5.0
COc1ccc(C(=O)Nc2ccccc2C(=O)NCc2cccnc2)cc1OC
→ 61.1%[activator]	7.3%	-6.3	?	1.3%	-2.2
CCCN(CCC)CC(O)COc1ccccc1C(=O)Nc1ccccc1 (stereo not drawn)
→ ?	-0.2%	-12.6	?	10.5%	-2.2
Cc1cc(C)c(NC(=O)Cn2nc(-c3ccccc3)nc2-c2ccccc2)c(C)c1
→ -9.0%	4.7%	12.5	-6.1%	-2.2%	0.7
O=C(Nc1ccccc1)N1CCC(c2nc(-c3ccc(S(=O)(=O)N4CCOCC4)cc3)no2)CC1
→ 8.28µM*	2.2%	-10.2	?	0.0%	-0.7

The list goes on.
Under each structure – Pf growth 96h	Giardia FBPA inh	Shiga toxin inh	Pf growth 48h	Sm TGR block	Cycloheximide cs
CCCn1nc2cc(C(=O)NCc3ccc(C)cc3)ccc2c1OC
→ ?	2.0%	-14.5	18.5%	-23.4%	-2.2
Cc1cc(OCC(=O)NC2CC2)c2c(C)cc(=O)oc2c1
→ 3.5%	4.5%	-6.1	-11.6%	-1.3%	-4.6
O=C1CCC(C(=O)N2CCCC2)CN1Cc1cccc(C(F)(F)F)c1 (stereo not drawn)
→ 9.3%	-1.7%	-5.7	-4.9%	-3.5%	-1.0
NS(=O)(=O)c1ccc(CNc2nc(-c3cccnc3)nc3ccccc23)cc1
→ ?	2.3%	-7.6	?	-3.5%	-1.1
CC(NS(=O)(=O)c1ccc(F)cc1)C(=O)Nc1ccc2c(c1)OCCO2 (stereo not drawn)
→ -1.1%	nt	20.5	18.1%	-7.9%	11.2*
C[N+](C)(C)CC[N+]1(C)Cc2c(Cl)c(Cl)c(Cl)c(Cl)c2C1
→ 0.239µM*	-0.4%	nt	-10.1%	nt	nt
O=C(NCc1ccccn1)C(=O)Nc1cccc2ccccc12
→ 17.1%	-0.6%	52.5	20.9%	2.2%	17.6
O=C(OCC#CCSc1nnc(-c2cccc3ccccc23)o1)c1ccco1
→ 8.7%&113.0%	nt	5.5	5.2%&0.0%	?	13.2
NC(=O)c1ccccc1OCc1nnc(-c2ccccc2Br)o1
→ -5.9%	3.6%	64.8*	7.7%	-1.6%	19.0
CCOc1ncccc1C(=O)OCC(=O)c1ccc(Cl)s1
→ 15.4%[5.75 µM]	3.7%	16.3	22.1%	-3.9%	17.9
CCc1cc2ccccc2nc1SCC(=O)N1CCN(C(=O)c2ccco2)CC1
→ -18.0%	-5.0%	2.0	-18.6%	?	-3.3
CC(Oc1ccccc1Cl)C(=O)N(Cc1cccs1)C1CCS(=O)(=O)C1 (stereo not drawn)
→ 0.9%	17.0%	-2.2	?	-12.8%	-1.5
CCN(CC)C(=O)C1CCN(Cc2ccc(OCc3ccccc3)cc2)CC1
→ ?	-26.2%	12.5	11.0%	-24.8%	-3.6
COc1ccc(CCC(=O)Nc2ccc(-c3noc(-c4ccc(OC)c(OC)c4)n3)cc2)cc1
→ -16.9%	?	13.6	?	6.2%	10.6
Cc1csc(NC(=O)Cc2nn(C)c(=O)c3ccccc23)n1
→ 86.8%[activator]	2.2%	13.2	nt	2.5%	11.1
CCN(CC(=O)Nc1ccc(N2CCOCC2)cc1)Cc1nc2ccccc2c(=O)[nH]1
→ -14.7%	nt	-4.8	-0.2%	-3.1%	0.9
Cc1cc(=O)n2ncnc2n1COCCO
→ -11.6%	-0.5%	-4.1	25.8%	-1.1%	-4.4
O=C(CCN1C(=O)COc2ccccc21)N1CCN(c2ccccn2)CC1
→ 2.4%	0.1%	-8.4	0.1%	2.8%	-2.2
CC(=O)c1c(C)nc(Nc2nc3ccccc3s2)nc1C
→ nt	2.3%	98.1*	309.9%[activator]	6.5%	68.0*
S=C(NCc1ccco1)NCC(c1ccco1)N1CCCCC1 (stereo not drawn)
→ ?	1.0%	-4.5	-24.4%	-12.1%	-0.4
C=CCN(c1ccc(C(N)=O)cc1)S(C)(=O)=O
→ ?	9.2%	33.6	0.8%	-18.5%	-1.2
CCN(CC)S(=O)(=O)c1ccc(C(=O)OCCN2C(=O)CCC2=O)cc1
→ 22.8%	-0.4%	11.4	nt	4.9%	-2.0
Cc1cc(=O)[nH]c(NN=C2C3CC4CC(C3)CC2C4)n1
→ ?	?	26.7	8.2%	3.6%	17.7*
O=[N+]([O-])c1ccc(O)c(Nc2c([N+](=O)[O-])ccc3nonc23)c1
→ 251.0%[activator]	-11.6%	-10.7	-26.4%	-25.7%	-5.3
CC(C)(C)C(=O)c1sc(Nc2ccccc2)nc1N
→ 0.9%	2.9%	68.4*	?	7.7%	59.0*
COc1cccc2c1c(NC(=O)Nc1ccc(F)cc1F)nn2C
→ -9.2%	8.0%	8.9	3.6%	9.5%	3.7
O=C(c1ccc2c(c1)N(Cc1ccc(F)cc1)CCS2)N1CCOCC1
→ 10.4µM*	nt	6.2	-0.4%	-13.3%	-2.4
CCc1nc(SCC(=O)OC)c2c3c(sc2n1)COC(C)(C)C3
→ 0.4%	7.3%	-11.3	-3.5%	9.0%	12.9
Nc1nonc1-c1nc2ccccc2n1CC(=O)O
→ 59.6%[activator]	-12.5%	-2.2	nt	0.5%	-1.2
CCOC(=O)c1cc(S(=O)(=O)NC2CCN(C(=O)OCC)CC2)cn1C
→ ?	-2.3%	-28.5	-38.9%	?	-1.8

Carrying on.
Under each structure – Pf growth 96h	Giardia FBPA inh	Shiga toxin inh	Pf growth 48h	Sm TGR block	Cycloheximide cs
CCCN(CC(=O)Nc1ccccc1C)C(=O)C1CC(=O)N(c2ccc(CC)cc2)C1 (stereo not drawn)
→ ?	nt	nt	-11.6%	-22.2%	nt
Cc1ccc(NC(=O)CSc2ccc3c(c2)OCCO3)c(O)c1
→ 22.2%	nt	15.1	8.1%	-10.3%	6.6
COc1ccc(Cl)cc1C(=O)NCCc1ccc(S(=O)(=O)NC(=O)NC2CCCCC2)cc1
→ ?	?	-11.7	-9.3%&-16.1%	-4.7%	-1.7
COc1ccccc1-c1coc2c(CN3CCC(C)CC3)c(O)ccc2c1=O
→ ?	16.1%	26.8	11.7µM*	-3.9%	6.9
CCc1nc2cc(CC(=O)O)ccc2o1
→ 18.9%	3.0%	-2.2	40.2%[activator]	-25.8%	-1.9
O=C(Nc1ccccc1)N1CCSc2ccccc21
→ 17.8%	-3.0%	22.1	21.3%	nt	3.6

As a working copy, 4 of the compounds above:
Under each structure – Pf growth 96h	Giardia FBPA inh	Shiga toxin inh	Pf growth 48h	Sm TGR block	Cycloheximide cs
CCOC(=O)c1cc(S(=O)(=O)NC2CCN(C(=O)OCC)CC2)cn1C
→ ?	-2.3%	-28.5	-38.9%	?	-1.8
CCCN(CC(=O)Nc1ccccc1C)C(=O)C1CC(=O)N(c2ccc(CC)cc2)C1 (stereo not drawn)
→ ?	nt	nt	-11.6%	-22.2%	nt
Cc1ccc(NC(=O)CSc2ccc3c(c2)OCCO3)c(O)c1
→ 22.2%	nt	15.1	8.1%	-10.3%	6.6
COc1ccc(Cl)cc1C(=O)NCCc1ccc(S(=O)(=O)NC(=O)NC2CCCCC2)cc1
→ ?	?	-11.7	-9.3%&-16.1%	-4.7%	-1.7
